# Screens (PubChem)
# TWEAK Fn14 block: inhibitors of TWEAK-Fn14 interaction signaling | TWEAK-stimulated Fn14 reporter cells, luciferase luminescence, 8 h | inhibition, % at 10 µM | 2% of 360,000 active | AID 1159606; in the data active means inhibition above about 50%
# C8 TRAIL sens: caspase-8 TRAIL sensitization. inhibition (viability loss, TRAIL sensitization), % at 10 µM. NB7+C8 cells + TRAIL, ATPlite viability luminescence. AID 624354. 1% of 360,000 active;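 active means compounds causing at least 50% loss of cell viability in the single-dose screen, relative to plate controls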
# NR2E3 ag-1: activates human photoreceptor nuclear receptor NR2E3 | 0.12% of 320,000 active | inhibition of corepressor binding, % at 4.78 µM | AID 2300 | Q9Y5X4 | GST-NR2E3/biotin-RetCOR TR-FRET, 1536-well;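 active means percent inhibition above the cutoff of mean plus 3 SD of all tested compounds, set per screening campaign, cut at about 20% in these data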;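 further: 0% = DMSO wells and 100% = biotin wells as full block of FRET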
# Target sequence (Q9Y5X4 whole entry, looked up): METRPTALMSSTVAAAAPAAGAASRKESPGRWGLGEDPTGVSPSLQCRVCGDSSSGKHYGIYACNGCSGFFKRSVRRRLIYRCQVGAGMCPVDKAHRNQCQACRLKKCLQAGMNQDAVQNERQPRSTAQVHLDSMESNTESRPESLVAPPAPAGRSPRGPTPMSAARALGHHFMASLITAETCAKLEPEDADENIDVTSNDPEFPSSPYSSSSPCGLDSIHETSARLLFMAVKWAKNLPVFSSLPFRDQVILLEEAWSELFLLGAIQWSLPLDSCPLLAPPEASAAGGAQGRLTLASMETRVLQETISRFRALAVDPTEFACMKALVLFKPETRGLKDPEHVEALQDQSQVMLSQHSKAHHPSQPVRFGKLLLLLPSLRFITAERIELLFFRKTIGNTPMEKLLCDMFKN
#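 system = GST-tagged NR2E3 plus biotinylated RetCOR corepressor | input = 1.35 nM GST-NR2E3 | also added = 7 nM biotin-RetCOR | schedule = 5 h incubation at 4 °C | measured by = TR-FRET with europium anti-GST and streptavidin-D2, 340 nm excitation | read-out = percent loss of FRET ratio relative to control wells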
# TROY NFkB inh: TROY signaling inhibition; Q293 LMP1-TROYcd NF-kB luciferase reporter, 4 h; inhibition, % at 10 µM; 0.98% of 360,000 active;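 active means compounds whose plate-normalised and pattern-corrected inhibition of the luciferase reporter signal at the single screening dose is 50% or more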
# CF NFkB block: blocks PAF-induced NF-kB reporter in cystic fibrosis cells; AID 588850; inhibition, % at 5 µM; KKLEB NF-kB-GFP reporter, GFP fluorescence overnight; 0.86% of 360,000 active;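 active means at least 50% inhibition at 5 µM, scaled per plate between neutral and stimulator controls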;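 further: PAF is a Pseudomonas aeruginosa culture filtrate used as stimulus; plate controls were PAF-stimulated DMSO wells for no effect and unstimulated DMSO wells for full effect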
# Peg3 prom inh: Peg3 promoter activity inhibition | HeLa PEG-Prom luciferase reporter, luminescence, overnight | inhibition, % at 20 µM | 1.7% of 360,000 active;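 active means inhibition of at least 50% at 20 µM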
# MITF TRPM1 inh: MITF TRPM1 promoter inhibition in SK-MEL-5 cells. SK-MEL-5 TRPM1 promoter luciferase, 24 h. inhibition, % at 12.5 µM. 0.83% of 330,000 active;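 active means mean inhibition across replicates of 60% or more, whatever share of single replicates reaches that level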; further: values of inactives mirror those of a sister screen read the other way
# HIF-2a block: blocks HIF-2a reporter activity; 0.72% of 360,000 active; 786-0 RCC cells HIF-2a reporter, luciferase luminescence, overnight; inhibition, % at 18.8 µM;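 active means inhibition of the luminescence signal of 40% or more relative to plate controls, in a single-dose primary screen at 18.75 µM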
# NR2E3 ag-2: activates human NR2E3 receptor; Q9Y5X4; CHO-S Gal4-NCOR/VP16-NR2E3 two-hybrid, luciferase; 0.35% of 360,000 active; inhibition of corepressor binding, % at 3.98 µM; AID 602229;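 active means inhibition above the mean of all tested compounds plus 3 SD, cut at about 70% in these data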;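 further: 0% = DMSO with NR2E3 transfected cells and 100% = cells lacking NR2E3 construct; higher means lower luciferase signal from less NR2E3 corepressor binding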
# KKLEB cytotox: reduces viability of KKLEB cystic fibrosis airway cells. 0.36% of 360,000 active. AID 602141. activity change (cytotoxicity), % at 5 µM. KKLEB CF airway cells viability, ATPlite luminescence, overnight; hits give low values; cells stimulated with P. aeruginosa culture filtrate;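 active means corrected activity change at or below -50% at 5 µM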
# Shn3 3UTR inh: reduces Shn3 3'UTR luciferase signal in osteoblasts. Clone20 osteoblast Shn3 3'UTR firefly luciferase, 24 h. inhibition, % at 12.5 µM. 0.52% of 360,000 active. AID 588674;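 active means mean inhibition of at least 75% with every replicate also reaching 75%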;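 further: 0% = median of neutral control wells and 100% = pilot-screen positive control compound; some compounds past the cut are filed as inactive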
# * hit, by the source's call; . = no result given; & = joins results of further samples; ! = a repeat was not active. An excerpt, so the mix of outcomes need not match the whole.
SMILES,TWEAK Fn14 block,C8 TRAIL sens,NR2E3 ag-1,TROY NFkB inh,CF NFkB block,Peg3 prom inh,MITF TRPM1 inh,HIF-2a block,NR2E3 ag-2,KKLEB cytotox,Shn3 3UTR inh
O=C(NC1CC2CCCC(C1)N2C(=S)Nc1ccc(Cl)cc1)C1CC1 (stereo not given),0.9,29.1,4.2,-35.1,1.2,-0.7,0.1,4.7,-11.5,1.6,14.2
COc1cc(CC(=O)OCC(=O)NCc2ccco2)cc(OC)c1OC,5.1,-13.2,.,3.1,1.8,12.6,-2.8,12.6,7.3,-12.5,-29.1
O=[N+]([O-])c1ccc(NS(=O)(=O)c2ccccc2)c(Cl)c1,3.9,16.6,.,38.9,35.1,25.2,7.1,-25.3,53.2,-5.0,1.8
Cc1cc(CN(Nc2ccccc2)c2ccccc2)cc(C)n1,2.1,8.3,.,11.2,-5.6,16.6,.,10.6,-40.0,3.2,-1.7
CC(Sc1nnc2ccccn12)C(=O)Nc1ccc2c(c1)OCO2 (stereo not given),6.2,0.2,-3.1,-28.7,5.6,-44.4,-8.7,-44.9,-8.2,7.7,-2.1
COc1ccc(NC(=O)/C(=C\c2ccccc2)NC(=O)c2ccco2)cc1,3.2,-1.6,5.4,-24.9,9.5,-8.8,-10.6,-10.6,-11.4,-8.2,-8.0
O=C(Nc1ncc(Cc2ccc(Cl)cc2Cl)s1)c1ccc([N+](=O)[O-])cc1,-13.2,17.4,0.6,4.6,32.3,20.5,6.4,12.2,-14.9,-29.2,-12.0
COc1ccc(Cl)cc1NC(=S)NCc1ccc(S(N)(=O)=O)cc1,-15.4,-1.0,0.6,17.8,5.0,-11.5,-1.0,-2.7,-13.1,-11.9,-1.9
CC(C)[C@H](CO)N(Cc1cccc(F)c1)c1nc(Nc2cccc(Cl)c2)c2ncn(C(C)C)c2n1,20.3,12.0,1.6,12.8,45.5,23.2,9.1,17.6,-7.8,-19.7,5.8
CCN(CC)CCn1c2c(c(SCC(=O)Nc3ccc(C)c(F)c3)nc1=O)CCCC2,6.8,-0.8,-4.6,8.0,0.5,2.0,11.7,0.1,-17.4,-2.2,-18.8
Cc1cccc(NC(=S)NCCSc2ccc(Cl)cc2)c1,-13.5,-8.4,3.5,36.6,16.5,13.8,-7.5,-30.4,25.9,-2.9,-4.3
Cc1ccc(S(=O)(=O)N(C)C)cc1NC(=S)NC(=O)C12CC3CC(CC(C3)C1)C2,47.8,28.3,1.9,30.0,2.3,41.5,42.5,21.3,-16.0,-13.5,75.3
COc1cc(NC(=S)Nc2cccnc2)cc(OC)c1OC,-7.1,-11.4,2.8,0.2,15.9,4.4,2.6,-5.9,-3.9,4.1,1.2
CCOC(=O)CN1NC2(CCCC(C)C2)NC1=S (stereo not given),6.5,-20.6,1.8,12.2,-4.0,1.6,2.8,7.9,-3.3,-4.4,-17.2
CN(C)c1ccnc2c[cH-]cc12.[Fe].c1ccc(-[c-]2[c-](-c3ccccc3)[c-](-c3ccccc3)[c-](-c3ccccc3)[c-]2-c2ccccc2)cc1 (stereo not given),33.1&41.0,88.7*!,-2.0&0.1,8.2&6.8,28.4&42.8,95.7*,10.3&46.2,7.2&18.4,3.9&0.3,-28.2&-15.9,53.8&61.1
CC(=C\C(=O)O)/C(=C/c1ccccc1)C(=O)O,-0.2,-10.4,-3.6,0.5,-5.8,20.8,-1.6,19.7,-14.8,4.8,-5.4
COC(=O)c1ccc(CN2CCC(Oc3ccc(C(=O)N4CCCCC4)cc3)CC2)cc1,17.1,-1.9,-3.3,4.1,13.0,5.7,7.8,8.8,-12.8,-28.3,22.6
CN(C)CCNC(=O)c1cccc(-c2cnc3c(NC=O)cc(/C=C/c4ccccc4)cn23)c1,-55.8,45.8,.,8.3,-10.8,97.5*,.,-43.9,21.9,-1.2,3.2
O=S(=O)(N1CCOCC1)n1c(Cc2ccccc2)nc2ccccc21,-22.0,3.0,2.7,-11.5,8.6,11.9,-33.3,-0.9,-10.2,-8.0,16.9
CCCc1nc(SCC(=O)N2CCCC2)c2c(=O)n(C)c(=O)n(C)c2n1,5.0,1.4,-0.3,21.0,-3.8,10.9,1.3,11.6,-36.4,-0.8,-4.2
COc1ccc(-c2nnc(SCC(=O)NC(C)C)n2CC2CCCO2)cc1OC (stereo not given),-7.0,-8.7,-3.3,-20.1,-17.0,11.8,-5.9,8.2,-2.3,10.2,21.5
Cc1cc(C)n(CC(=O)NNC(=O)CC(C)c2ccccc2)n1 (stereo not given),6.7,-0.3,2.0,4.6,10.4,6.7,1.3,5.9,-2.4,-7.5,-11.6
CC(=O)Nc1ccc(Nc2ncc([N+](=O)[O-])c(Nc3ccc(NC(C)=O)cc3)n2)cc1,23.3,0.1,2.4,3.1,14.2,14.7,4.9,17.4,3.8,-14.8,0.0
COc1ccc(-c2nc3ccccc3c(=O)[nH]2)cc1,21.4,65.9*,3.6,-36.0,-14.5,-129.1,-57.6,-242.9,-104.5,-7.8,-29.3
CC(C)(C)NS(=O)(=O)c1ccc(CCC(=O)NCc2ccc3c(c2)OCO3)cc1,-18.9,3.9,2.0,12.5,-4.8,-4.7,1.0,11.9,-17.4,9.3,-0.3

# (continued)
SMILES,TWEAK Fn14 block,C8 TRAIL sens,NR2E3 ag-1,TROY NFkB inh,CF NFkB block,Peg3 prom inh,MITF TRPM1 inh,HIF-2a block,NR2E3 ag-2,KKLEB cytotox,Shn3 3UTR inh
N#CCC1c2ccccc2CCN1C(=O)Nc1cccc(C(F)(F)F)c1 (stereo not given),-0.3,-3.2,4.3,-0.6,7.0,13.1,8.7,17.1,-6.2,-7.3,17.3
CCOc1ccc(NC(=O)CSC2=C(C#N)C(c3ccc4c(c3)OCO4)CC(=O)N2)cc1 (stereo not given),-12.4,-14.5,-0.4,4.9,-6.8,22.3,1.2,16.9,7.5,6.8,11.1
O=S(=O)(Nc1ccc(-c2csc(-c3ccccc3)n2)cc1)c1ccc(F)cc1,-0.9,-8.1,0.6,-11.9,3.4,4.1,-1.9,-28.3,-6.3,6.6,16.0
COc1ccc(OC(C)C(=O)Nc2ccc(F)cc2F)cc1 (stereo not given),-31.0,-8.0,2.7,5.4,-1.5,9.7,2.1,-11.1,-11.2,5.1,-0.7
CCC(C)(C)n1nnnc1C(c1ccc2ncccc2c1)N1CCN(Cc2ccc3c(c2)OCO3)CC1 (stereo not given),5.7,-16.2,0.6,5.8,4.7,11.9,7.0,-7.4,19.2,4.5,-7.5
CCOC(=O)C1CCN(C(=O)c2sc3ncn(CC(=O)N4CCCCC4)c(=O)c3c2C)CC1,-15.7,-1.9,.,-2.5,-16.7,15.4,.,16.9,-28.6,3.9,-3.6
O=C(Cn1nnc(-c2ccccc2)n1)NNC(=O)c1ccco1,-4.3,5.0,0.1,-0.1,17.3,0.9,-4.9,23.0,14.0,0.4,4.3
COc1ccccc1CCc1nnc(CCC(=O)NCCOc2cccnc2)o1,-4.5,-1.2,2.1,8.6,9.8,-9.3,-19.1,8.4,-7.3,-1.6,-11.5
CCCCCC(=O)OC(CN1CCCCCC1)CN1CCCC1=O (stereo not given),-0.3,-9.2,5.0,5.7,0.5,0.9,10.0,14.5,0.0,8.5,11.5
CCOC(=O)c1nnn(-c2nonc2N)c1COc1c(C=O)cccc1OC,5.2,1.7,-0.3,18.4,6.2,27.2,-3.7,19.6,-17.8,3.7,6.5
O=C(Nc1ccc(F)cc1)c1cc(-c2ccncc2)nc2c(Cl)cccc12,-9.0,15.8,1.9,-9.8,-25.9,16.0,-6.0,-0.3,-15.2,-1.9,23.6
Cc1cccc(OC(C)C(=O)Nc2nccs2)c1 (stereo not given),-1.6,12.9,1.8,-4.7,12.9,-21.5,-23.1,-40.1,-35.3,-6.8,-9.1
O=C(c1ccc(Br)cc1)c1coc2ccc(O)cc12,-18.6,0.3,-1.9,-10.1,1.0,-342.8,-87.8,-87.9,-113.8,33.9,-102.3
Fc1ccc(-c2cc3nc4c(c(N5CCOCC5)n3n2)CCCC4)cc1,14.7,16.6,-1.7,12.7,19.0,-138.9,-23.2,-161.3,-116.2,-13.4,-53.9
COc1ccc(S(=O)(=O)NC(C)C(=O)Nc2ccc3c(c2)OCCO3)cc1OC (stereo not given),75.1*,-8.2,5.1,7.6,9.6,-1.4,-8.1,3.7,-8.7,6.1,-3.5
O=C(CCNS(=O)(=O)c1ccc(Cl)cc1)OCC(=O)c1ccc[nH]1,-10.3,-0.3,2.1,20.9,0.4,5.8,11.7,10.1,5.3,1.8,11.5
CCOc1ccc(Cl)cc1Nc1nc(NCCO)nc(N2CCCC2)n1,-6.0,-0.8,1.8,-9.7,-1.7,21.7,-6.1,11.5,-3.9,18.0,1.8
CCN(CC)CCCNC(=O)CCc1ccccc1,-19.4,-7.0,2.5,10.1,-7.0,7.2,7.3,-0.1,-12.6,-4.6,17.4
O=C(c1ccccn1)N1CC=C(c2ccccc2)CC1,3.6,-3.7,.,-26.9,-0.5,-28.7,-2.4,-2.2,-21.7,9.2,10.5
COc1ccccc1NC(=O)CSc1nnc(C)n1CCc1ccccc1,13.8,-13.9,1.4,5.1,-5.4,-28.7,-1.1,4.5,-1.8,4.8,-0.9
Cc1ccc(S(=O)(=O)N2CCCCC2)cc1C(=O)Nc1ccc2cn[nH]c2c1,8.3,-10.7,0.2,-11.7,-8.5,15.1,16.3,12.5,17.5,3.5,27.7
COC(=O)c1[nH]c2cccc(Cl)c2c1NC(=O)CN1CCCCC1C (stereo not given),-10.5,-0.2,-0.8,8.7,-6.1,7.2,4.9,4.9,3.5,1.7,6.0
Cc1ccc(NC(=S)N(CCCN2CCC(C)CC2)Cc2ccco2)cc1,1.9,-2.5,-4.5,-33.6,-0.3,-16.3,-0.8,7.8,-30.2,-3.5,30.8
COC(=O)CSc1nnc(CNC(=O)Cc2ccccc2)n1C,-15.9,11.4,0.4,6.4,-9.5,-1.5,-11.5,7.8,-13.5,2.3,18.4
COc1ccccc1NC(=O)/C=C/C(N)=O,17.2,0.2,4.5,-5.5,2.0,11.3,-6.6,18.0,-2.1,7.2,-2.5
CN(C)CCNC(=O)c1ccccc1-c1cc2ccccc2c(=O)o1,12.5,10.7,.,-15.5,7.6,1.3,-13.4,11.9,0.5,-8.3,-9.3
Cc1ccc(CNC(=O)CCS(=O)(=O)c2cc3c(cc2Cl)NC(=O)CO3)cc1,-10.0,-3.9,0.7,13.0,-6.5,10.4,-0.6,8.1,1.7,12.3,6.3
Cc1ccc(NC(=O)CCC(=O)N2CCC(c3ccccc3)=N2)cc1S(=O)(=O)N1CCCCC1,-10.5,18.8,.,-178.3,-17.1,18.3,13.7,6.1,17.4,7.3,35.5

# Reprinted at random: 3 entries already listed
SMILES,TWEAK Fn14 block,C8 TRAIL sens,NR2E3 ag-1,TROY NFkB inh,CF NFkB block,Peg3 prom inh,MITF TRPM1 inh,HIF-2a block,NR2E3 ag-2,KKLEB cytotox,Shn3 3UTR inh
COc1ccccc1NC(=O)/C=C/C(N)=O,17.2,0.2,4.5,-5.5,2.0,11.3,-6.6,18.0,-2.1,7.2,-2.5
O=C(Cn1nnc(-c2ccccc2)n1)NNC(=O)c1ccco1,-4.3,5.0,0.1,-0.1,17.3,0.9,-4.9,23.0,14.0,0.4,4.3
CCCCCC(=O)OC(CN1CCCCCC1)CN1CCCC1=O (stereo not given),-0.3,-9.2,5.0,5.7,0.5,0.9,10.0,14.5,0.0,8.5,11.5
